Screening results deposited in PubChem by The Scripps Research Institute Molecular Screening Center.
PKA-R1A act: activators of PKA-R1A complex | P00514+P68181 | PKA-R1A dissociation, Cy5-IP20 fluorescence polarization; scaled: DMSO 0%, 113 µM cGMP 100% | activation, % at 11.4 µM | actives 0.083% (n = 340,000) | AID 504707;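 active = percent activation above the mean of all tested compounds plus 3 SD, cut at about 19% in these data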;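 also: higher means more PKAc released from R1A so a rise in polarization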
PKA-R2B act: activates the human PKA-R2B holoenzyme complex; PKA-R2B holoenzyme dissociation, Cy5-IP20 fluorescence polarization; R2B truncated from residue 108, S112A mutant; 0% DMSO only, 100% 113 µM cGMP; actives 0.079% (n = 340,000); P22694+P31323; activation, % at 11.4 µM;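 active = activation above a cutoff set at the mean over all compounds plus 3 SD, cut at about 18% in these data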;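 also: higher means more holoenzyme dissociation and a rise in polarization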
Target sequence (P31323 whole entry, looked up, other chains not shown, the tested form may be a part): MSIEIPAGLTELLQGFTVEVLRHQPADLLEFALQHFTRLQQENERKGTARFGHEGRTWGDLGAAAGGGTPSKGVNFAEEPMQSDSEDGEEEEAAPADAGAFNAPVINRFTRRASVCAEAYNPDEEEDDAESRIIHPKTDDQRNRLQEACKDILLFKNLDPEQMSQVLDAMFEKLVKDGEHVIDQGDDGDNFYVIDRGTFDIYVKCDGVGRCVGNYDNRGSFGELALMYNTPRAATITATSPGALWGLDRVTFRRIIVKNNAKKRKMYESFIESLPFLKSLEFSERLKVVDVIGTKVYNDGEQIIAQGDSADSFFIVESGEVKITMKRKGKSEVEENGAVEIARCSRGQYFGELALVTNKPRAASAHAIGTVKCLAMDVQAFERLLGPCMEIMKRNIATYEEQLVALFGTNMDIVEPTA
phage Ecoli inh: E. coli growth loss with phage present | growth absorbance | inhibition, % at 11.9 µM | actives 0.26% (n = 360,000); in the data active = inhibition above about 11%
Numbers without * were called inactive. Only part of the results is shown; count on the stated rates, not on these rows.

item	SMILES	PKA-R1A act	PKA-R2B act	phage Ecoli inh
1	O=C(CCCc1ccc(N(CCCl)CCCl)cc1)NCc1ccccc1	-6.5	4.2	-2.4
2	CC(=O)NCC1=C(c2cccc3ccccc23)C[C@@H]2CC[C@H]1N2Cc1ccco1	-5.7	-3.0	5.1
3	O=C(NCC1=C(c2cccc3ccccc23)C[C@@H]2CC[C@H]1N2Cc1ccco1)c1ccc([N+](=O)[O-])cc1	-2.4	0.7	7.3
4	COc1ccc(C(CC(=O)c2ccc3c(c2)OCO3)c2c(O)c3ccccc3oc2=O)cc1OC (stereo not drawn)	-1.6	-8.5	2.2
5	COc1cccc(C2CCN(C)C2)c1 (stereo not drawn)	1.5	9.0	4.2
6	COc1ccc(NC(=O)N2Cc3ccccc3-n3nncc3C2)cc1	-1.5	-0.8	0.4
7	Nc1cc(C(=O)Nc2ccccc2F)ccc1N1CC2CC(C1)c1cccc(=O)n1C2 (stereo not drawn)	0.2	-1.5	-0.6
8	Cc1ccc(-n2c(=S)[nH]c3ccccc3c2=O)cc1F	-0.3	-11.1	3.6
9	COc1ccc(OC(=O)N(C)C[C@@H]2OCc3cnnn3CCCC(=O)N([C@@H](C)CO)C[C@@H]2C)cc1	0.7	3.3	0.6
10	CC(=CCOc1ccc2ccc(=O)oc2c1)C1=CC(=O)C(C)(C)O1	-0.3	-3.3	-1.3
11	C[C@H]1CN([C@@H](C)CO)C(=O)CCCn2nncc2CO[C@H]1CN(C)C(=O)Oc1ccc2ccccc2c1	-1.2	-11.5	-1.5
12	CC1(CCCc2ccc(N(CCCl)CCCl)cc2)NC(=O)NC1=O (stereo not drawn)	17.7	-3.4	0.4
13	CS(=O)(=O)c1ccc(C2=C(CNC(=O)c3cccs3)[C@H]3CC[C@@H](C2)N3Cc2ccco2)cc1	10.1	4.5	1.3
14	N#CC1c2ccccc2C=CN1C(=O)c1ccc(N(CCCl)CCCl)cc1 (stereo not drawn)	-3.8	3.6	0.1
15	Cc1ccc2n1Cc1cnnn1-c1ccccc1-2	-10.3	0.4	4.2
16	COc1ccccc1CN1CCNCC1	-0.4	3.5	1.2
17	CC1CC2CC(=O)CCC2(C)C2CCC3(C)C(O)CCC3C12 (stereo not drawn)	-0.8	-1.9	2.5
18	CC(C)c1ccc(C(c2c(O)c3ccccc3oc2=O)c2c(O)c3ccccc3oc2=O)cc1	-3.2	-13.1	-0.6
19	Nc1cccc(SC2CC(=O)N(c3ccc(Cl)cc3C(=O)c3ccccc3)C2=O)c1 (stereo not drawn)	6.3	-12.7	2.4
20	COC(=O)C1=C(c2ccc(OCc3ccccc3)c(F)c2)C[C@@H]2CC[C@H]1N2C	3.5	1.5	-2.3
21	C[C@@H]1CN([C@@H](C)CO)C(=O)CCCn2nncc2CO[C@H]1CN(C)C(=O)Oc1ccc2ccccc2c1	-1.0	0.7	2.8
22	O=C(O)c1nn(Cc2ccc(Cl)cc2)c2ccccc12	7.7	-0.3	1.9
23	C1CN(P2(N3CC3)=NP(N3CC3)(N3CC3)=NP(N3CC3)(N3CC3)=N2)CCO1 (stereo not drawn)	-9.9	-0.3	1.4
24	CCOC(=O)c1cccc(C2=C(CNC(=O)c3ocnc3C)[C@H]3CC[C@@H](C2)N3Cc2ccccc2)c1	-4.5	-3.0	1.7
25	CC(=O)Nc1ccc(S(=O)(=O)N2Cc3ccccc3-n3nncc3C2)cc1	-7.4	-7.8	0.6
26	C=CCNC(=S)N1Cc2ccccc2-n2nncc2C1	-0.6	4.1	0.2
27	Cc1ccc(S(=O)(=O)Oc2ccccc2C=C2C(=O)NC(=O)NC2=O)cc1	2.4	5.8	3.9
